RPL19A TOR yeast – modulators of TOR pathway RPL19A-GFP in S. cerevisiae | AID 2025 | S. cerevisiae RPL19A-GFP strain, flow cytometry, 3 h; hits give low values | hit rate 0.3% among 330,000 | percent response vs DMSO, % at 10 µM;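 active means percent response vs DMSO below 50%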;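 further: median channel GFP fluorescence of the barcoded RPL19A-GFP strain; ratio of sample median GFP to plate DMSO average so 100% = DMSO; lower means less RPL19A-GFP as with rapamycin TOR inhibition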
LAP4-GFP MLPCN – modulators of TOR pathway LAP4-GFP in S. cerevisiae; hit rate 0.34% among 320,000; S. cerevisiae LAP4-GFP multiplex, flow cytometry GFP, 3 h; median GFP as percent of DMSO wells; GFP response vs DMSO, % at 10 µM;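 active means GFP response vs DMSO above a set limit, about the screen mean plus 3 SD, cut at about 150% in these data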
proCasp3 act – activates human procaspase-3; P42574; recombinant procaspase-3 D3A, Ac-DEVD-pNA absorbance 405 nm; activation, % at 8.5 µM; hit rate 0.11% among 330,000;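 active means activation above the mean of all tested compounds plus 3 SD, cut at about 21% in these data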;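 further: 0% = DMSO alone and 100% = DMSO wells spiked with extra 5 µM PC-3 D3A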
Target sequence (P42574 whole entry D9A/D28A/D175A): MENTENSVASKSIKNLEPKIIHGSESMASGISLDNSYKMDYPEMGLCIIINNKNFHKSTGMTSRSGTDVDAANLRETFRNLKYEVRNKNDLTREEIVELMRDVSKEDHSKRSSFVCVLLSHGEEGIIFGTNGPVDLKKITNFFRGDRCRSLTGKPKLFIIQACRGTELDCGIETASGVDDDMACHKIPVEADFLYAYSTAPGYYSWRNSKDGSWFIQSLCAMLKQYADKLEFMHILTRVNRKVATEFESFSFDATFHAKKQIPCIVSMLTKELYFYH
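material = Procaspase-3 D3A mutant | probe or stimulus = Ac-DEVD-pNA | compound = single dose, 8.5 µM nominal compound, 0.8% DMSO | timing = 1 h preincubation, 2 h reaction | measured by = 405 nm absorbance of p-nitroaniline, reads at 0 and 120 min | benchmarks = DMSO-only low control, 5 µM PC-3 D3A high control | repeats = singlicate, each compound tested once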
CIT2 TOR yeast – modulators of TOR pathway CIT2-GFP in S. cerevisiae. S. cerevisiae CIT2-GFP strain, flow cytometry, 3 h; 100 means same as DMSO wells. GFP response vs DMSO, % at 10 µM. hit rate 0.065% among 320,000. AID 2029;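 active means GFP response relative to DMSO above a set limit, near the screen mean plus 3 SD, cut at about 150% in these data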;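 further: ratio of well median GFP fluorescence to mean of DMSO wells on the plate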
AGP1 TOR yeast – yeast TOR pathway AGP1-GFP modulation; hit rate 0.02% among 320,000; GFP response vs DMSO, % at 10 µM; S. cerevisiae AGP1-GFP multiplex flow cytometry, 3 h; GFP as percent of DMSO wells;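 active means GFP response relative to DMSO above a set limit, near screen average plus 3 SD, cut at about 150% in these data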;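 further: median GFP channel fluorescence of the gated AGP1 strain per well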
MEP2 TOR yeast – modulators of TOR pathway MEP2-GFP in S. cerevisiae | S. cerevisiae MEP2-GFP strain, flow cytometry GFP, 3 h; 100% = DMSO control level | hit rate 0.51% among 330,000 | GFP response vs DMSO, % at 10 µM;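 active means GFP response versus DMSO above a set limit, roughly screen mean plus 3 SD, cut at about 180% in these data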;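 further: median GFP fluorescence of the barcode-gated MEP2-GFP cells per well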
procasp7 counter – counter-screen: procaspase-7 (human) activation; recombinant procaspase-7, Ac-DEVD-pNA absorbance 405 nm; D23A/D198A/D206A triple mutant, cannot self-cleave; scale: DMSO 0, 5 µM enzyme 100; P55210; AID 463210; hit rate 0.093% among 330,000; activation, % at 8.5 µM;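 active means percent activation above the screen-wide mean plus 3 SD, cut at about 25% in these data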
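Detection: p-Nitroaniline absorbance at 405 nm, read at 0 and 120 min; system: Uncleavable procaspase-7 mutant enzyme; evaluation: % activation from two-timepoint absorbance difference, scaled to controls; times: 1 h enzyme–compound preincubation and 2 h substrate reaction, both 25 °C; buffer or medium: Zinc-free HEPES pH 7.4 with 300 mM NaCl, 0.01% Triton X-100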
AHR act – activators of human aryl hydrocarbon receptor; P35869; AHR-responsive luciferase reporter cells, luminescence; activation, % at 5 µM; hit rate 2.5% among 320,000; AID 2796; in the data active means activation above about 47%;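 further: 0% = vehicle wells and 100% = reference agonist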
Target sequence (P35869 whole entry, looked up): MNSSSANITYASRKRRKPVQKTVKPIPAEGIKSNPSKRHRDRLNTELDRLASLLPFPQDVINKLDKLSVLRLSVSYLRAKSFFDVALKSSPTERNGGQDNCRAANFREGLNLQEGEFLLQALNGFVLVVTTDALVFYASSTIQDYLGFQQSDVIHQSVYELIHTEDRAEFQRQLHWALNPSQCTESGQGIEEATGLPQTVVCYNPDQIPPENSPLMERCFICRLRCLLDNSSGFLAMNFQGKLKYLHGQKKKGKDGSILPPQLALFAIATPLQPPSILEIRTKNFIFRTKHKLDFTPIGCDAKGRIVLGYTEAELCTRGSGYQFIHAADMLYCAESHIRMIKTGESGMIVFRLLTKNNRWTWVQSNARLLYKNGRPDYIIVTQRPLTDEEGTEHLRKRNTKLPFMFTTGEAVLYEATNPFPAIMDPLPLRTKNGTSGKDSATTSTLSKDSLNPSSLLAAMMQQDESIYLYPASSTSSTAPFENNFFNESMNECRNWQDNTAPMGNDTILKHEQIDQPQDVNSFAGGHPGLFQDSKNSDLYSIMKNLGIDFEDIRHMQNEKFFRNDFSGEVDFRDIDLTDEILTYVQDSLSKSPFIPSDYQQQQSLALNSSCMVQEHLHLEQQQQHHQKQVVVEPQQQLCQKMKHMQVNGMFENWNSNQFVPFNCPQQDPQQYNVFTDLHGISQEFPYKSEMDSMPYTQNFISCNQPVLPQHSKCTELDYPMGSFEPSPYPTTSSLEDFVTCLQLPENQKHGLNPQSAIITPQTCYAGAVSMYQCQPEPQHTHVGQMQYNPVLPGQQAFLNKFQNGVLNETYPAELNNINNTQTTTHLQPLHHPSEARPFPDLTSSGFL
Numbers without * were called inactive; nt = not tested or not shown. Rows are unselected; overall some 3.5% were active at least once.

SMILES | RPL19A TOR yeast | LAP4-GFP MLPCN | proCasp3 act | CIT2 TOR yeast | AGP1 TOR yeast | MEP2 TOR yeast | procasp7 counter | AHR act
N#CCn1cnc2sc(-c3ccccc3)cc2c1=O | 85 | 93 | 5 | 86 | 83 | 92 | -2 | 15
CCOC(=O)Cc1csc(NC(=O)c2cc(-c3ccncc3)nc3ccccc23)n1 | 95 | 90 | 8 | 101 | 95 | 97 | -3 | 21
Cc1cc(NC(=O)Cn2c(=O)oc3ccccc32)no1 | 102 | 104 | 0 | 98 | 108 | 105 | 10 | 1
COc1ccc2cc(C(=O)Nc3ccccc3)sc(=O)c2c1OC | 98 | 86 | -9 | 89 | 91 | 97 | -2 | 6
CCOc1ccccc1-c1nc(-c2ccncc2)no1 | 99 | 105 | 7 | 111 | 89 | 103 | 0 | 48*
CCCOc1ccc(Cl)cc1Nc1nc(NCCO)nc(N2CCCC2)n1 | 93 | 121 | 2 | 68 | 76 | 90 | 1 | 13
COc1ccc(Cl)cc1NC(=O)N1CCN(S(C)(=O)=O)CC1 | 99 | 104 | 7 | 107 | 104 | 102 | -1 | 2
COC(=O)C(C)(C)ONC(=O)Nc1ccccc1 | 110 | 109 | 8 | 106 | 107 | 96 | -4 | 1
O=C(NNC(=S)NC(=O)c1sc2ccccc2c1Cl)c1ccc(Cl)cc1 | 100 | 100 | 2 | 86 | 98 | 111 | -9 | 110*
COc1cc2c(cc1OC)C(c1ccc(Cl)cc1)CC(=O)N2 (configuration not stated) | 98 | 96 | -5 | 99 | 100 | 100 | 10 | 38
O=C(CC(c1ccccc1)c1cc(Cl)ccc1O)NCCCN1CCOCC1 (configuration not stated) | 101 | 103 | nt | 102 | 103 | 106 | nt | nt
COc1ccc2sc(N(CCN(C)C)C(=O)/C=C/c3cccs3)nc2c1 | 102 | 101 | -3 | 102 | 102 | 101 | 5 | 3
COc1ccc(S(=O)(=O)N2CCCCCC2)cc1NC(=O)Cc1ccc(OC)c(OC)c1 | 103 | 96 | 5 | 101 | 99 | 102 | -5 | 1
CSCCC(NC(=O)c1ccccc1)C(=O)NCCc1ccc2c(c1)OCCO2 (configuration not stated) | 93 | 91 | 4 | 89 | 87 | 95 | 4 | 1
COc1ccc(-c2nn(-c3ccccc3)cc2C(=O)NC2CCCCC2C)cc1 (configuration not stated) | 99 | 105 | 6 | 96 | 108 | 100 | 12 | 3
COCCCN(C(=O)c1ccc2ccccc2n1)c1c(N)n(Cc2ccccc2)c(=O)[nH]c1=O | 92 | 93 | -3 | 91 | 95 | 95 | 4 | 18
COc1cccc(N/C(SCc2ccccc2F)=C(/C#N)C(=O)NCc2cccs2)c1 | 98 | 80 | -4 | 89 | 90 | 84 | 0 | 2
CC(C)CCNC(=O)NC(=O)COC(=O)/C=C/c1cnc2ccccc2n1 | 97 | 90 | -1 | 95 | 99 | 97 | -1 | 5
COc1ccc(/C=C2/N=C(SC3CCOC3=O)N(c3cccc(OC)c3)C2=O)cc1 (configuration not stated) | 97 | 93 | 1 | 94 | 94 | 99 | -8 | 6
NC(=O)CNc1n[nH]c(=S)[nH]c1=O | 103 | 95 | 2 | 104 | 104 | 105 | -14 | 1
CC(C)c1ccc2[nH]c(O)c(N=NC(=O)c3cccc(S(=O)(=O)N4CCCCC4)c3)c2c1 | 103 | 100 | -6 | 103 | 98 | 118 | -2 | 2
O=S(=O)(CCN1CCN(c2ccccn2)CC1)c1ccc(Cl)cc1Cl | 101 | 110 | 2 | 110 | 106 | 107 | 8 | -1
COc1cc(NC(=O)CSc2nnc3ccccn23)cc(OC)c1 | 95 | 99 | 6 | 91 | 98 | 101 | -1 | 15
COc1ccc(C)cc1NC(=O)C1CCN(S(=O)(=O)c2c(C)noc2C)CC1 | 98 | 95 | -1 | 93 | 99 | 93 | 7 | 14
CC(C)(C)OC(=O)C[C@@H]1C/C=C\C[C@@H](CC(=O)NCCO)C(=O)N2CCC[C@H]2COC1=O | 97 | 104 | -3 | 97 | 104 | 101 | 6 | 1

Some of the entries so far, as tab-separated lines:
compound	RPL19A TOR yeast	LAP4-GFP MLPCN	proCasp3 act	CIT2 TOR yeast	AGP1 TOR yeast	MEP2 TOR yeast	procasp7 counter	AHR act
CC(C)c1ccc2[nH]c(O)c(N=NC(=O)c3cccc(S(=O)(=O)N4CCCCC4)c3)c2c1	103	100	-6	103	98	118	-2	2
O=S(=O)(CCN1CCN(c2ccccn2)CC1)c1ccc(Cl)cc1Cl	101	110	2	110	106	107	8	-1

(listing goes on)
SMILES | RPL19A TOR yeast | LAP4-GFP MLPCN | proCasp3 act | CIT2 TOR yeast | AGP1 TOR yeast | MEP2 TOR yeast | procasp7 counter | AHR act
COc1ccc(-c2c(-c3ccc(OC)c(F)c3)c3ccccc3n2C)cc1 | 112 | 105 | 5 | 108 | 106 | 98 | -7 | 20
COc1ccccc1NC(=O)COC(=O)c1ccccc1OCC(=O)Nc1ccc(SC(F)F)cc1 | 107 | 96 | -2 | 108 | 99 | 89 | -2 | -3
CCn1cc(Cl)c(C(=O)Nc2cccc(CN3CCOCC3)c2)n1 | 105 | 66 | nt | 93 | 92 | 96 | nt | nt
Cc1ccc(OCCCC(=O)NCc2ccco2)cc1 | 100 | 106 | -5 | 103 | 110 | 108 | -2 | 0
CCOC(=O)N1CCN(C(=O)COc2cc(=O)n(C)c3ccccc23)CC1 | 94 | 100 | 11 | 88 | 94 | 98 | 2 | 3
CC(=O)N1c2ccc(S(=O)(=O)NCCC(=O)NCCc3ccc(Cl)cc3)cc2CC1C (configuration not stated) | 94 | 87 | 2 | 103 | 98 | 88 | 6 | 3
COc1ccc2[nH]c(=O)c(CN(C)C(=O)COc3ccccc3)cc2c1 | 100 | 103 | 4 | 100 | 105 | 105 | -1 | 3
COC(=O)C1=NN(c2cccc(C)c2)C2C(=O)N(c3ccccc3OC)C(=O)C12 (configuration not stated) | 104 | 93 | 18 | 107 | 106 | 104 | 18 | 6
CCN(Cc1ccccc1)CC(O)COc1ccccc1 (configuration not stated) | 101 | 103 | 0 | 102 | 101 | 96 | 0 | 3
CC1C/C(=N\NC(=S)NCc2ccccc2)CC(C)(C)C1 (configuration not stated) | 100 | 104 | 10 | 101 | 106 | 101 | 14 | 3
O=c1oc2ccccc2cc1-c1nc2c(s1)CCc1ccccc1-2 | 102 | 100 | -26 | 97 | 99 | 107 | -47 | 71*
C#CCOCCOCCOCCNc1nc(N2CCOCC2)nc(N2CCN(C(=O)[C@H]([C@@H](C)O)n3cc(CCCCN)nn3)CC2)n1 | 101 | 123 | -9 | 100 | 87 | 93 | 8 | 0
Cc1ccccc1CNCc1cccnc1 | 102 | 109 | 6 | 110 | 111 | 116 | -4 | 0
COC(=O)c1ccc(C(=O)OC)c(NC(=O)c2cnc3n(c2=O)CCS3)c1 | 100 | 104 | 5 | 97 | 96 | 104 | 6 | 2
COc1ccc(C(=O)Nc2ccc(O)c3c(=O)cc(-c4cccc(Cl)c4)oc23)cc1 | 95 | 105 | 3 | 68 | 78 | 92 | 0 | 4
CN(C)CC(CCCCC(CN(C)C)C(=O)c1ccccc1)C(=O)c1ccccc1 (configuration not stated) | 98 | 106 | -5 | 102 | 104 | 104 | -1 | 11
CC(C)CCn1nnnc1C(c1ccccc1)N1CCC(C(N)=O)CC1 (configuration not stated) | 99 | 90 | -2 | 87 | 96 | 97 | -3 | 0
COc1ccc(N2CCN(C(CNC(=O)C(=O)NCc3ccncc3)c3ccco3)CC2)cc1 (configuration not stated) | 98 | 104 | 4 | 99 | 103 | 95 | 11 | 1
CCOC(=O)C1=C2c3ccc4ccccc4c3CC(C)(C)N2C(=O)C1=O | 104 | 102 | 3 | 96 | 98 | 100 | 2 | 13
CCCc1ccc(S(=O)(=O)NCCc2ccncc2)cc1 | 117 | 107 | -4 | 111 | 114 | 93 | -4 | 19
COc1cc(C(=O)Oc2ccccc2N)cc(OC)c1OC | 100 | 105 | -3 | 111 | 109 | 110 | -8 | 33
O=C1CC(c2ccccc2)CC(O)=C1C=NCCCN1CCOCC1 (configuration not stated) | 105 | 95 | 0 | 107 | 109 | 111 | 7 | 1
CCN(CC(=O)Nc1ccc2c(c1)OCCO2)Cc1cc(=O)oc2c(C)c(C)ccc12 | 92 | 94 | 6 | 93 | 97 | 90 | 6 | 3
C[C@H](NC(=O)C1CC(=O)N(c2ccc3c(c2)OCCO3)C1)C(=O)N1CCC(C(=O)O)CC1 (some centres not stated) | 104 | 96 | 2 | 103 | 104 | 108 | 6 | -3
Cc1[nH]n(-c2ccccc2)c(=O)c1N=Nc1ccc2c(c1)OCCO2 | 94 | 98 | -4 | 96 | 101 | 90 | -3 | 2
COc1ccc(C(=O)O/N=C(/c2ccccc2)c2ccncc2)cc1OC | 96 | 102 | -2 | 92 | 90 | 96 | -1 | 1
CSc1cnn(-c2ccccc2)c(=O)c1SC | 96 | 94 | 2 | 103 | 98 | 91 | 9 | -1
Cc1nnc(NC(=O)c2sc3ccccc3c2Cl)s1 | 96 | 107 | -4 | 69 | 83 | 93 | 4 | 48*
O=C(N1CCCCCC1)N1CCN(C(=O)N2CCCCC2)CC1 | nt | 98 | 1 | 98 | 105 | 101 | 1 | 2

Gathered by group, the entries above with four or more nitrogen atoms (13)
SMILES | RPL19A TOR yeast | LAP4-GFP MLPCN | proCasp3 act | CIT2 TOR yeast | AGP1 TOR yeast | MEP2 TOR yeast | procasp7 counter | AHR act
CCOC(=O)Cc1csc(NC(=O)c2cc(-c3ccncc3)nc3ccccc23)n1 | 95 | 90 | 8 | 101 | 95 | 97 | -3 | 21
CCCOc1ccc(Cl)cc1Nc1nc(NCCO)nc(N2CCCC2)n1 | 93 | 121 | 2 | 68 | 76 | 90 | 1 | 13
COCCCN(C(=O)c1ccc2ccccc2n1)c1c(N)n(Cc2ccccc2)c(=O)[nH]c1=O | 92 | 93 | -3 | 91 | 95 | 95 | 4 | 18
CC(C)CCNC(=O)NC(=O)COC(=O)/C=C/c1cnc2ccccc2n1 | 97 | 90 | -1 | 95 | 99 | 97 | -1 | 5
NC(=O)CNc1n[nH]c(=S)[nH]c1=O | 103 | 95 | 2 | 104 | 104 | 105 | -14 | 1
CC(C)c1ccc2[nH]c(O)c(N=NC(=O)c3cccc(S(=O)(=O)N4CCCCC4)c3)c2c1 | 103 | 100 | -6 | 103 | 98 | 118 | -2 | 2
COc1cc(NC(=O)CSc2nnc3ccccn23)cc(OC)c1 | 95 | 99 | 6 | 91 | 98 | 101 | -1 | 15
CCn1cc(Cl)c(C(=O)Nc2cccc(CN3CCOCC3)c2)n1 | 105 | 66 | nt | 93 | 92 | 96 | nt | nt
C#CCOCCOCCOCCNc1nc(N2CCOCC2)nc(N2CCN(C(=O)[C@H]([C@@H](C)O)n3cc(CCCCN)nn3)CC2)n1 | 101 | 123 | -9 | 100 | 87 | 93 | 8 | 0
CC(C)CCn1nnnc1C(c1ccccc1)N1CCC(C(N)=O)CC1 (configuration not stated) | 99 | 90 | -2 | 87 | 96 | 97 | -3 | 0
COc1ccc(N2CCN(C(CNC(=O)C(=O)NCc3ccncc3)c3ccco3)CC2)cc1 (configuration not stated) | 98 | 104 | 4 | 99 | 103 | 95 | 11 | 1
Cc1[nH]n(-c2ccccc2)c(=O)c1N=Nc1ccc2c(c1)OCCO2 | 94 | 98 | -4 | 96 | 101 | 90 | -3 | 2
O=C(N1CCCCCC1)N1CCN(C(=O)N2CCCCC2)CC1 | nt | 98 | 1 | 98 | 105 | 101 | 1 | 2

Source: PubChem (several laboratories)
